RECQ1 inh = inhibitors of human RECQ1 DNA helicase; 240,000 compounds, 0.54% hits; P46063; RECQ1 DNA unwinding, red fluorescence kinetic read; AID 2549; Potency, µM (titrated, usually from 57.3 µM), without a hit: at the top dose activity, negative = inhibition, hits mostly inhibitors; active means well fitted inhibition curve with a large enough effect; inconclusive means small, poorly fitted or top-dose-only effect;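 further: plate controls were vehicle for no effect and no enzyme for full effect; nearly all actives have a fitted effect of over 30% in size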
Target sequence (P46063 whole entry, looked up): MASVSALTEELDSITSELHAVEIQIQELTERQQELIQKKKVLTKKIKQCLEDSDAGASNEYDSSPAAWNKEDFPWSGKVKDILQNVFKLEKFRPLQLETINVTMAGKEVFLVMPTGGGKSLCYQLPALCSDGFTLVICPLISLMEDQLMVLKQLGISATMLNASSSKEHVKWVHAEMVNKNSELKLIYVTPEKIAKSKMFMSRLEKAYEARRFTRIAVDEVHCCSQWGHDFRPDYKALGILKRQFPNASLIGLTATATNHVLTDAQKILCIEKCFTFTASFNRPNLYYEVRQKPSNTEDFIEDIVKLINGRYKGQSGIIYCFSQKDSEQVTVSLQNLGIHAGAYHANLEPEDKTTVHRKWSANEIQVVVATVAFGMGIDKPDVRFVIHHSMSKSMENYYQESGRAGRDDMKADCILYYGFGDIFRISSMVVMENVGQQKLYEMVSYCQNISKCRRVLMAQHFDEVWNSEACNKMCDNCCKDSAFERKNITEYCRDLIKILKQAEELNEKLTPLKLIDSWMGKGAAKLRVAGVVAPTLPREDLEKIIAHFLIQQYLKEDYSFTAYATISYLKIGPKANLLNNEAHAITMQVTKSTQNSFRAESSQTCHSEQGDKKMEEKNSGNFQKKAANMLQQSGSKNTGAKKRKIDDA
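50 nM RECQ1T1 preincubated 15 min with compound in Tris pH 8.0 buffer with MgCl2, DTT, Tween-20 and 2.5 ug/ml poly(dI-dC); started with 200 nM TAMRA/BHQ-2 forked duplex and 2 mM ATP. Unwinding read as fluorescence (525/598 nm), two reads 2 h apart.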
GoLoco inh red = inhibitors of human Gai1-RGS12 GoLoco interaction (red fluorophore). Potency, µM (doses to about 61.6 µM), inactives show top-dose activity, negative = inhibition, hits mostly inhibitors. 230,000 compounds, 0.44% hits. Gai1:RGS12 GoLoco peptide FP, rhodamine, 10 min. P63096; active means well fitted inhibition curve with a large enough effect, not every such curve was filed as active; inactive means no such curve, though single readings can be large or run the other way; further: nearly all actives have a fitted effect of over 30% in size; many of its hits are not listed in these tables
Target sequence (P63096 whole entry, looked up): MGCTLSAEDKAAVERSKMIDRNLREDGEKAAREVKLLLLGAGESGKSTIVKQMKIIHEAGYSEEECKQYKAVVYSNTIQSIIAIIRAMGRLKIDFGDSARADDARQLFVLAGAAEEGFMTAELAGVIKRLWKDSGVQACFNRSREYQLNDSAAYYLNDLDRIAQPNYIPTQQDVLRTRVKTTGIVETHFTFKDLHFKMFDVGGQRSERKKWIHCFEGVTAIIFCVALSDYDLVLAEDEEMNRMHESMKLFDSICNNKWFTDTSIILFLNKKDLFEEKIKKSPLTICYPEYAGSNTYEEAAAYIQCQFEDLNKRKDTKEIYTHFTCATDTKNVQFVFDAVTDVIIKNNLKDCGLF
* hit, by the source's call; i = inactive; u = inconclusive; [ ] = remark or other dose. Unless noted, on the % scale 0 is the no-effect control and ±100 the full control effect; potency means the concentration at half of the fitted maximal effect. Not all compounds are listed; count on the stated rates, not on these rows.

The first 16 compounds as a preview:
Molecule,RECQ1 inh,GoLoco inh red
FC(F)(F)c1ccccc1-c1cncnc1NCc1ccccc1,-8.4%,-9.4%
O=C(c1cnccn1)N1CCC[C@@]2(CCN(c3ccccn3)C2)C1,-7.5%,-1.5%
O=C(c1ccco1)N1CCC2(CCN(Cc3ccccc3)CC2)CC1,-8.9%,7.7%
O=C(Nc1ccccc1)N1CCCC2(CCN(S(=O)(=O)c3ccccc3)CC2)C1,i,i
CN(C)C(=O)c1ccc(-c2cc(-n3ccnc3)ncn2)cc1,1.7%,-11.6%
O=C(Nc1cccc(F)c1)N1CC2(CCN(C(=O)c3ccncc3)CC2)C1,-5.7%,-1.5%
COc1ccccc1-c1nccc(Nc2ccc(F)cc2)n1,-4.1%,15.8%
CCNc1ncc2nc(-c3ccc(OC)cc3)c(=O)n(-c3ccc(OC)cc3)c2n1,-9.7%,22.9%
O=c1c(-c2ccc(F)c(F)c2)nc2cncnc2n1Cc1ccccc1Cl,-11.2%,6.7%
Cn1cc(-c2nc3cnc(Oc4ccccc4)nc3n(Cc3cccs3)c2=O)c2ccccc21,-4.2%,1.4%
O=c1c(-c2ccc(F)cc2)nc2cnc(N3CCOCC3)nc2n1Cc1ccc(F)cc1,-1.1%,-1.6%
COc1cccc(Cn2c(=O)c(-c3cccs3)nc3cnc(N4CCNCC4)nc32)c1,i,12.1%
O=C(c1cc(C(F)(F)F)cc(C(F)(F)F)c1)N1CCC2(CCCN(c3ccccn3)C2)CC1,-9.3%,1.5%
Cc1noc(C)c1-c1ccc2ncnc(Nc3ccc(F)cc3)c2c1,i,1.5%
O=C(c1ccco1)N1CCC2(CCN(Cc3cc(C(F)(F)F)cc(C(F)(F)F)c3)CC2)CC1,-4.3%,4.8%
COc1ncc2nc(-c3cc(F)cc(F)c3)c(=O)n(C[C@H]3CCCO3)c2n1,-4.5%,-4.1%

The whole of this part, from the start:
Molecule,RECQ1 inh,GoLoco inh red
FC(F)(F)c1ccccc1-c1cncnc1NCc1ccccc1,-8.4%,-9.4%
O=C(c1cnccn1)N1CCC[C@@]2(CCN(c3ccccn3)C2)C1,-7.5%,-1.5%
O=C(c1ccco1)N1CCC2(CCN(Cc3ccccc3)CC2)CC1,-8.9%,7.7%
O=C(Nc1ccccc1)N1CCCC2(CCN(S(=O)(=O)c3ccccc3)CC2)C1,i,i
CN(C)C(=O)c1ccc(-c2cc(-n3ccnc3)ncn2)cc1,1.7%,-11.6%
O=C(Nc1cccc(F)c1)N1CC2(CCN(C(=O)c3ccncc3)CC2)C1,-5.7%,-1.5%
COc1ccccc1-c1nccc(Nc2ccc(F)cc2)n1,-4.1%,15.8%
CCNc1ncc2nc(-c3ccc(OC)cc3)c(=O)n(-c3ccc(OC)cc3)c2n1,-9.7%,22.9%
O=c1c(-c2ccc(F)c(F)c2)nc2cncnc2n1Cc1ccccc1Cl,-11.2%,6.7%
Cn1cc(-c2nc3cnc(Oc4ccccc4)nc3n(Cc3cccs3)c2=O)c2ccccc21,-4.2%,1.4%
O=c1c(-c2ccc(F)cc2)nc2cnc(N3CCOCC3)nc2n1Cc1ccc(F)cc1,-1.1%,-1.6%
COc1cccc(Cn2c(=O)c(-c3cccs3)nc3cnc(N4CCNCC4)nc32)c1,i,12.1%

Molecule,RECQ1 inh,GoLoco inh red
O=C(c1cc(C(F)(F)F)cc(C(F)(F)F)c1)N1CCC2(CCCN(c3ccccn3)C2)CC1,-9.3%,1.5%
Cc1noc(C)c1-c1ccc2ncnc(Nc3ccc(F)cc3)c2c1,i,1.5%
O=C(c1ccco1)N1CCC2(CCN(Cc3cc(C(F)(F)F)cc(C(F)(F)F)c3)CC2)CC1,-4.3%,4.8%
COc1ncc2nc(-c3cc(F)cc(F)c3)c(=O)n(C[C@H]3CCCO3)c2n1,-4.5%,-4.1%
COc1cccc(Nc2ncc3nc(-c4cc(F)cc(F)c4)c(=O)n(CCC#N)c3n2)c1,u,20.1%
COc1ccc(C(=O)N2CCC3(CC2)CCN(c2ccncc2)CC3)cc1,-1.1%,-0.6%
O=c1c(-c2cc(F)cc(F)c2)nc2cnc(Oc3ccccc3)nc2n1C1CC1,i,-2.6%
COc1ccccc1-c1nc(N(C)C)c2ccccc2n1,8.8%,-2.5%
CN(C)c1ccc(-c2cc(Nc3ccc(F)cc3)ncn2)cc1,-1.3%,-5.1%
O=C(Nc1cccc(F)c1)N1CC[C@@]2(CCCN(C(=O)c3ccco3)C2)C1,-3.9%,2.2%
COc1ccc(C(=O)N2CCC3(CCN(C(=O)Nc4cccc(C#N)c4)CC3)CC2)cc1,-6.2%,0.4%
Clc1ccccc1-c1nc(NCc2cccnc2)c2ccccc2n1,i,7.1%

Molecule,RECQ1 inh,GoLoco inh red
O=C(Nc1ccccc1)N1CC2(CCN(C(=O)c3cnccn3)CC2)C1,-0.5%,3.4%
CN(C)c1ncnc2ccc(-c3cccc(NS(C)(=O)=O)c3)cc12,-2.2%,5.8%
O=C(c1cnccn1)N1CCC2(CCCN(c3cccc(-c4ccccc4)c3)C2)CC1,-12.5%,93.1%[activator]
CS(=O)(=O)Nc1cccc(-c2cc(NCc3ccccc3)ncn2)c1,-3.5%,11.1%
COc1ccccc1-c1ccc2ncnc(NC3CCNCC3)c2c1,i,9.4%
COC(=O)N1CCC2(CCCN(c3cccc(-c4ccccc4)c3)C2)CC1,-9.3%,6.2%
COc1ccccc1CNc1ncncc1-c1ccc2c(c1)OCO2,-2.3%,0.5%
CN(C)c1ncc2ncc(=O)n(CCc3ccccc3)c2n1,-7.9%,-2.4%
CN(Cc1ccco1)c1ccnc(-c2cccnc2)n1,-8.5%,-8.2%
COCCn1c(=O)c(-c2ccc(F)cc2)nc2cnc(Oc3cccc(Cl)c3)nc21,-10.1%,5.8%
COc1ccc(-n2c(=O)c(-c3cn(C)c4ccccc34)nc3cncnc32)cc1,-4.7%,27.5%
O=C(c1ccncc1)N1CCC2(CCCN(c3ccncc3)C2)CC1,-7.1%,11.0%

Molecule,RECQ1 inh,GoLoco inh red
Cc1nc2cnc(Oc3ccccc3)nc2n(C2CC2)c1=O,i,23.1%
O=c1c(-c2ccc(F)cc2)nc2cncnc2n1C1CC1,-5.3%,2.6%
CN1CCCC2(CCN(C(=O)c3cccn3C)CC2)C1,-4.9%,2.1%
O=C(Nc1cccc(F)c1)N1CC2(CCN(C(=O)c3cnccn3)CC2)C1,-9.0%,-1.7%
O=c1cnc2cnc(N3CCNCC3)nc2n1Cc1ccc(F)cc1,0.8%,8.91µM*
Cn1cccc1C(=O)N1CCC2(CCCN(C(c3ccccc3)c3ccccc3)C2)CC1,-8.8%,7.3%
COc1ncc2nc(CCc3ccccc3)c(=O)n(CCc3ccccc3)c2n1,-6.7%,-3.5%
COc1ccc(-n2c(=O)c(C)nc3cnc(Nc4cccc(OC)c4)nc32)cc1,-10.8%,25.2%
COCCn1c(=O)c(CCc2ccccc2)nc2cnc(Oc3cccc(Cl)c3)nc21,-14.3%,-5.9%
Clc1ccccc1-c1nc(Nc2ccncc2)c2ccccc2n1,i,5.9%
CS(=O)(=O)N1CCC2(CC1)CN(c1ccncc1)C2,i,5.4%
COc1ccc(C(=O)N2CCC3(CCCN(Cc4nccs4)C3)CC2)cc1,i,12.6%

Molecule,RECQ1 inh,GoLoco inh red
O=C(c1ccco1)N1CCC2(CC1)CN(c1ccc(-c3ccccc3)cc1)C2,-10.7%,4.2%
CN(C)c1ncc2ncc(=O)n(CCC#N)c2n1,-9.2%,9.0%
COCCn1c(=O)c(-c2cccs2)nc2cnc(Oc3cccc(Cl)c3)nc21,-4.5%,0.8%
CC(=O)N1CCC2(CCCN(C(c3ccccc3)c3ccccc3)C2)CC1,i,-5.6%
COc1cccc(Cn2c(=O)c(-c3cccc(C#N)c3)nc3cnc(N4CCN(C)CC4)nc32)c1,-1.6%,-3.7%
O=C(Nc1cccc(F)c1)N1CCC2(CC1)CCN(C(=O)c1ccncc1)CC2,-7.5%,1.7%
O=c1c(-c2cc(F)cc(F)c2)nc2cnc(N3CCNCC3)nc2n1-c1ccccc1,-12.5%,180.9%[activator]
O=C(c1cc(C(F)(F)F)cc(C(F)(F)F)c1)N1CCC2(CC1)CN(c1ccccn1)C2,-11.5%,4.8%
COc1ccc2[nH]cc(CCNc3ncncc3-c3ccc4c(c3)OCO4)c2c1,i,1.7%
COc1ccc(C(=O)N2CCC3(CC2)CN(C(=O)Nc2ccccc2)C3)cc1,-1.3%,9.9%
CS(=O)(=O)N1CCC2(CCCN(Cc3ccc(C#N)cc3)C2)CC1,-5.5%,-5.9%
CN(C)c1ncc2nc(-c3cc(F)cc(F)c3)c(=O)n(CCc3ccccc3)c2n1,i,-2.9%

Molecule,RECQ1 inh,GoLoco inh red
O=c1c(-c2ccc(F)cc2)nc2cnc(N3CCOCC3)nc2n1CCc1ccccc1,-8.2%,0.6%
CC(=O)N1CCC2(CC1)CCN(c1ccccn1)CC2,6.2%,1.2%
COc1ccccc1CN1CCCC2(CCN(C(=O)c3ccncc3)CC2)C1,-5.7%,11.1%
CN(C)c1ncc2nc(-c3cccs3)c(=O)n(-c3ccccc3)c2n1,-29.0%,6.5%
Cc1cnc(CNc2cc(-c3ccc4c(c3)OCO4)ncn2)cn1,-11.1%,10.4%
COc1ccccc1CNc1ccnc(-c2ccccc2OC)n1,-2.8%,-23.7%
Cc1nc2cnc(N(C)C)nc2n(CCc2ccccc2)c1=O,i,29.6%
O=C(c1csnn1)N1CCC2(CCCN(Cc3ccccc3)C2)CC1,-4.1%,7.5%
COC(=O)N1CCC2(CCCN(c3ccc(-c4ccccc4)cc3)C2)CC1,-1.5%,142.6%[activator]
Cc1noc(C)c1-c1cc(NCCN2CCOCC2)ncn1,-6.5%,-14.4%
COc1cccc(Cn2c(=O)c(-c3cccs3)nc3cnc(OCc4ccccc4)nc32)c1,i,8.1%
N#Cc1cccc(NC(=O)N2CC[C@@]3(CCCN(C(=O)c4cc(C(F)(F)F)cc(C(F)(F)F)c4)C3)C2)c1,-8.0%,1.6%

Molecule,RECQ1 inh,GoLoco inh red
COc1cccc(-c2cncnc2NCc2cccc(C)c2)c1,i,-1.7%
COc1ccc(-c2nc3cnc(N4CCNCC4)nc3n(CCc3ccccc3)c2=O)cc1,-2.3%,0.5%
N#Cc1ccc(CN2CCC3(CC2)CCN(C(=O)c2ccco2)CC3)cc1,-8.3%,4.0%
O=c1cnc2cnc(N3CCNCC3)nc2n1C1CC1,-4.8%,2.2%
COc1ccc(Oc2ncc3nc(-c4ccc(OC)cc4)c(=O)n(C4CC4)c3n2)cc1,-2.2%,8.5%
CS(=O)(=O)Nc1cccc(-c2nccc(Nc3ccc(F)cc3)n2)c1,-0.6%,5.5%
CCNc1ncc2nc(-c3ccc(Cl)cc3)c(=O)n(-c3ccc(OC)cc3)c2n1,-0.4%,2.0%
COc1ncc2nc(C)c(=O)n(CCc3ccccc3)c2n1,-1.8%,10.7%
COc1ccc(-c2nc3cnc(N4CCN(C)CC4)nc3n(CCc3ccccc3)c2=O)cc1,-5.0%,1.1%
COCCn1c(=O)c(-c2cc(F)cc(F)c2)nc2cnc(N3CCN(C)CC3)nc21,i,1.2%
CCNc1ncc2nc(CCc3ccccc3)c(=O)n(-c3ccccc3)c2n1,-8.1%,99.2%[activator]
O=c1c(-c2ccc(Cl)cc2)nc2cnc(N3CCOCC3)nc2n1C[C@H]1CCCO1,-2.4%,2.8%

Molecule,RECQ1 inh,GoLoco inh red
COc1cccc(-c2ccc3ncnc(NCc4ccc(OC)cc4OC)c3c2)c1,-8.1%,-1.8%
Cc1noc(C)c1C(=O)N1CCC2(CC1)CN(c1ccccn1)C2,i,10.9%
Clc1ccccc1-c1nc(NCc2cccs2)c2ccccc2n1,-26.4%,40.8%[activator]
COCCn1c(=O)c(-c2cn(C)c3ccccc23)nc2cnc(Oc3ccccc3)nc21,-10.3%,12.3%
N#CCCn1c(=O)c(-c2cccc(C#N)c2)nc2cnc(N3CCOCC3)nc21,-2.2%,-9.2%
CNc1ncncc1-c1ccccc1C(F)(F)F,-3.7%,-3.9%
CS(=O)(=O)Nc1cccc(-c2cncnc2NCc2cccnc2)c1,-0.7%,-3.6%
O=S(=O)(c1ccccc1)N1CCC2(CCN(Cc3ccccc3)CC2)CC1,-7.4%,8.1%
CN1CCN(c2ncc3nc(-c4cccs4)c(=O)n(CCc4ccccc4)c3n2)CC1,i,10.5%
COc1ccccc1CNc1ncncc1-c1ccc(C(=O)N(C)C)cc1,-6.6%,-1.6%
CCNc1ncc2nc(-c3ccc(OC)cc3)c(=O)n(Cc3cccs3)c2n1,i,-5.4%
COc1ccc(-c2nc3cnc(N(C)C)nc3n(Cc3ccc(F)cc3)c2=O)cc1,i,-2.4%

Molecule,RECQ1 inh,GoLoco inh red
Cc1cnc(CNc2ncncc2-c2cccc(NS(C)(=O)=O)c2)cn1,-0.3%,-1.7%
O=S(=O)(c1ccccc1)N1CCC2(CC1)CN(c1ccncc1)C2,-2.3%,-24.2%
COc1ccc(-n2c(=O)c(CCc3ccccc3)nc3cnc(N4CCN(C)CC4)nc32)cc1,-2.7%,-0.6%
COc1ccccc1CCn1c(=O)cnc2cncnc21,i,0.3%

Compound activity from PubChem.
